Compound activity: PubChem BioAssay, several laboratories
Rac1 GTP hydrolysis: MgcRacGAP GTPase-activating activity inhibitors, confirmation, biochemical, ADP Hunter fluorescence; MgcRacGAP-stimulated Rac1 GTP hydrolysis, ADP Hunter fluorescence; higher % means a stronger effect; GST-tagged Rac1 F28L mutant substrate; one-dose inhibition, % at 30 µM; IC50 in µM for titrated hits; 340,000 tested, 0.6% active; AID 624330;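 active means first-screen hits whose inhibition reached a set limit at any dose in the follow-up dose series; inconclusive means inhibition above the set first-screen limit but never retested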;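 further: fluorescence reports GDP produced by GAP-driven GTP hydrolysis; strong numbers were not always called active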
GPR35 arrestin U2OS: inhibition of zaprinast-stimulated GPR35 beta-arrestin translocation – imaging, U2OS, beta-arrestin-GFP, zaprinast agonist, primary screen (AID 2058). U2OS GPR35 beta-arrestin-GFP translocation imaging, zaprinast antagonism; higher % means a stronger effect. inhibition, % at 10 µM; hits with a dose series show IC50 in µM. 290,000 tested, 0.052% active;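 active means inhibition of at least 50% with at least 30 cells and total cytoplasm GFP at most 10,000,000; inconclusive means under 30 cells or total GFP of 10,000,000 plus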
HIV peptide binding: cell-free HIV fusion peptide-binding blockers – biochemical, uHTS, fluorescence dequenching, primary screen (AID 1986); inhibition, % at 20 µM; hits with a dose series show IC50 in µM; 290,000 tested, 0.3% active; cell-free peptide binding, fluorescence dequenching, 30 min; higher % means a stronger effect; in the data active means inhibition mostly above about 52%, no sharp cut-off; inactive means mostly below about 76%; further: some results filed as inactive read as strong as hits
SV40 large T antigen: TAg ATPase/helicase activity blockers – biochemical (AID 1903); SV40 large T antigen ATPase/helicase inhibition assay; higher % means a stronger effect; 310,000 tested, 0.39% active; one-dose inhibition, % at 20 µM; IC50 in µM for titrated hits; in the data active means a potency from the dose series; inconclusive means inhibition mostly from about 32% at the one dose, without a potency; inactive means the rest, 99 in 100 with inhibition below about 32%; further: strong numbers were not always called active
Salmonella PhoP GFP: PhoP-dependent GFP reporter repression – Salmonella Typhimurium, primary screen (AID 1863); S. Typhimurium PhoP-regulated promoter GFP reporter, 4 h; higher % means a stronger effect; inhibition, % at 50 µM; hits with a dose series show IC50 in µM; 300,000 tested, 0.16% active;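 active means inhibition over 29.93%, a cutoff 3 SD above the screen mean, later confirmed by dose response; inconclusive means inhibition over 29.93% but no dose response follow-up; inactive means inhibition at most 29.93% or unconfirmed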;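 further: 0% = low Mg2+ inducing control and 100% = high Mg2+ repressing control; strong numbers were not always called active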
GPR55 antagonists: GPR55 antagonists blocking LPI-driven arrestin recruitment, primary screen, imaging, U2OS, beta-arrestin-GFP, LPI agonist (AID 2013). U2OS GPR55 beta-arrestin-GFP translocation imaging, LPI antagonism; higher % means a stronger effect. inhibition, % at 10 µM, or IC50 in µM where a hit was titrated. 290,000 tested, 0.13% active;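 active means spots per cell inhibited over 60%, with over 100 cells counted and total cytoplasm intensity under 500,000; inconclusive means wells with under 100 cells, flagged as likely toxic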;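 further: U2OS cells stably carrying GPR55 and arrestin-GFP stimulated by 5 µM LPI near EC80; imaged beta-arrestin-GFP aggregate spots per cell after agonist stimulation; plate controls were LPI-stimulated DMSO wells for no effect and DMSO wells without LPI for full effect; some results filed as inactive read as strong as hits; confirmed hits need IC50 under 10 µM and bright autofluorescent wells are also inconclusive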
K1F lysis inhibition: protection from phage-mediated lysis, alamar blue read-out – E. coli UTI89, K1F phage, bacterial capsule biogenesis inhibitors (AID 488966). 340,000 tested, 0.02% active. E. coli UTI89 K1F phage lysis, alamar blue, 2 h; higher % means a stronger effect. inhibition, % at 100 µM, or IC50 in µM where a hit was titrated;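 active means phage lysis inhibition, versus mean bacterial control, above a set limit; inconclusive means no clear call, values can overlap the other calls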;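 further: capsule biogenesis inhibitors block K1F phage lysis so surviving cells raise fluorescence; higher fluorescence means more inhibition of phage lysis; actives were called in the ten point dose series up to 300 µM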
NS5 inhibitors: flavivirus cap methylation enzyme inhibition – biochemical, confirmation dose response, primary screen (AID 588689) | Dengue-2 NS5 methyltransferase capping enzyme assay, biochemical; higher % means a stronger effect | one-dose inhibition, % at 25 µM; IC50 in µM for titrated hits | 340,000 tested, 0.3% active; in the data active means a potency from the dose series; inconclusive means inhibition above about 29% without an active follow-up result
RSV antiviral HEp-2: inhibition of RSV-induced cytopathic effect – HEp-2 cells, primary 10 µM value included (AID 2391); HEp-2 cells, RSV-induced CPE inhibition; higher % means a stronger effect; CPE inhibition, % at 10 µM, or IC50 in µM where a hit was titrated; 310,000 tested, 0.13% active; in the data active means a potency from the dose series; inconclusive means CPE inhibition mostly from about 23% at the one dose, without a potency; inactive means the rest, 99 in 100 with CPE inhibition below about 21%; further: strong numbers were not always called active
NS5 inhibitors pilot replicate: recorded beside NS5 inhibitors, whose call it bears; inhibition, %; measured here: pilot screen replicate inhibition
* marks the source's active call; other numbers are inactive results; ? = inconclusive; · = no result given; [ ] = remark or other dose.

SMILES	Rac1 GTP hydrolysis	GPR35 arrestin U2OS	HIV peptide binding	SV40 large T antigen	Salmonella PhoP GFP	GPR55 antagonists	K1F lysis inhibition	NS5 inhibitors	RSV antiviral HEp-2	others
Cc1cc(NC(=O)Cn2cnc3sc(C)c(-c4ccccc4)c3c2=O)no1	4%	5%	3.2%	3%	5%	4%	-0.1%	-2%	·
COc1ccc(S(=O)(=O)N2CCCC(C(=O)Nc3ccc(NC(=O)c4ccccn4)cc3)C2)cc1 (configuration not stated)	3%	11%	-1.3%	5%	-10%	5%	6.5%	-4%	1.1%
O=C(c1cccc(S(=O)(=O)N2CCOCC2)c1)N1CCN(C/C=C/c2ccccc2)CC1	0%	·	·	·	·	·	0.2%[50 µM]	-10%	-1.0%
Cc1ccc(N(C(C)C(=O)Nc2ccc3c(c2)OCO3)S(C)(=O)=O)cc1 (configuration not stated)	4%	-6%	-0.5%	1%	-4%	3%	0.5%	0%	0.4%
CCOC(=O)N1CCN(C(=O)c2sc3nc(-c4ccc(F)cc4)cn3c2C)CC1	11%	1%	0.0%	-3%	-2%	2%	-0.4%	-9%	2.8%	NS5 inhibitors pilot replicate=-3.6
Cc1nnc(SCc2nc3scc(-c4ccccc4)c3c(=O)[nH]2)s1	9%	0%	3.9%	7%	-8%	5%	0.4%	14%	2.0%
O=C(Nc1cnccc1C(F)(F)F)NC1CCCCC1	2%	-13%	-1.1%	8%	-8%	7%	-1.0%	-1%	0.6%
OC(COc1ccc2ccccc2c1)Cn1ccnc1 (configuration not stated)	6%	5%	-2.0%	-3%	-2%	12%	0.1%	-8%	-1.3%
O=C(NCCCl)c1ccc(OCc2ccccc2)cc1Cl	0%	-8%	-0.6%	15%	-1%	6%	-1.1%	-2%	3.3%
Cc1nc2[nH]c(=O)c3c(n2n1)NC1=C(C(=O)CC(C)(C)C1)C3c1ccc(F)cc1 (configuration not stated)	1%	2%	-1.4%	2%	-10%	1%	-0.2%	0%	0.1%
CC(=O)NNC(=O)C(O)(c1ccccc1)c1ccccc1	12%	6%	-0.6%	-2%	15%	17%	0.2%	-7%	-0.2%
CC12CC(c3ccccc3O1)C(C(=O)N1CCOCC1)C(=O)N2 (configuration not stated)	1%	9%	-2.9%	11%	7%	0%	1.3%	1%	-0.5%
Cc1ccc(CC(=O)NNC(=O)c2ccncc2)cc1C	14%	·	·	24%	-7%	·	1.1%[50 µM]	11%	-0.7%
Cc1ccc(/C=C/C(=O)Nc2ccc(O)c3c(=O)cc(-c4ccccc4Cl)oc23)cc1	13%	-16%	-5.0%	6%	-1%	-9%	2.1%	-10%	0.6%
O=C(Cc1ccccc1)Oc1coc(CSc2ncccn2)cc1=O	0%	9%	5.2%	21%	-16%	2%	0.2%	-5%	-1.3%
CCOC(=O)CC(=O)CSc1nc2c(cc1C#N)CCC2	2%	0%	2.4%	-5%	-2%	10%	0.1%	-1%	-0.6%
COc1cccc(C(=O)/C=C/Nc2ccc(S(=O)(=O)Nc3ccc(C(C)=O)cc3)cc2)c1	3%	0%	3.9%	15%	0%	8%	-0.2%	0%	0.5%
COc1cccc(N=C2SC(CC(=O)Nc3ccccc3)C(=O)N2Cc2ccccn2)c1 (configuration not stated)	4%	3%	-1.8%	8%	-1%	11%	0.1%	-4%	1.9%
CC1CCC(C(=O)NNC(=O)c2cc(-c3ccco3)[nH]n2)CC1 (configuration not stated)	3%	-4%	3.9%	7%	-3%	8%	-1.2%[50 µM]	0%	-2.0%
COC(=O)c1ccc(C23CC4(C2)[C@H](CN(Cc2ccc(C(F)(F)F)cc2)[C@@H]4c2ccccc2)C3c2ccc(C(F)(F)F)cc2)cc1 (some centres not stated)	·	-15%	1.6%	·	-6%	8%	·	·	·
C=C(C)c1cccc(C(C)(C)NC(=O)Nn2cnnc2)c1	7%	-4%	2.1%	3%	-3%	-5%	1.5%	-3%	0.5%
NS(=O)(=O)c1ccc(CCNC(=O)C2CCC(Cn3c(=S)[nH]c4ccccc4c3=O)CC2)cc1 (configuration not stated)	6%	-2%	-1.0%	11%	-3%	0%	0.1%	-12%	2.7%
Cc1ccc(-c2nn(-c3cc(Cl)ccc3[N+](=O)[O-])c(=O)c3ccccc23)cc1	-4%	4%	0.7%	2%	14%	25%	5.2%	-1%	-0.5%
O=C(Cc1ccccc1)NCC(=O)N/N=C/c1cccnc1	9%	-13%	2.1%	13%	1%	8%	1.7%	5%	-0.5%
COc1ccc(NC(=O)CCSCCC(=O)Nc2ccc(OC)cc2OC)c(OC)c1	-1%	-5%	2.2%	-3%	-2%	0%	7.0%	-1%	2.7%
CCOc1ccccc1C(=O)NCCC(=O)O	5%	10%	0.5%	6%	4%	12%	1.1%	1%	0.0%
COc1ccc(C(=O)COC(=O)c2cccc(-n3cnnn3)c2)c(OC)c1	-3%	·	·	22%	1%	·	0.5%[50 µM]	3%	-2.6%
CC(=O)Oc1cccc(/C=N\NC(=O)C(=O)N/N=C/c2cccc(OC(C)=O)c2)c1	0%	·	·	·	·	·	1.0%[50 µM]	11%	1.8%
COCCn1c(C)cc(C(=O)COC(=O)c2ccc(Br)o2)c1C	2%	-16%	-0.7%	5%	-4%	-2%	0.2%	-13%	1.1%
O=C1CC(O)(C(F)F)Oc2ccc3ccccc3c21 (configuration not stated)	6%	0%	1.9%	13%	-1%	-26%	0.0%	1%	16%
Cc1cccc(C)c1NC(=O)C(NC=O)c1ccccc1Cl (configuration not stated)	10%	9%	1.2%	?	-1%	7%	1.4%	-9%	0.7%
CCOc1ccccc1N1CCN(C(=O)c2cccc(-c3ccc(O)cc3)c2)CC1	24%	-14%	-0.7%	22%	11%	6%	-1.7%	-2%	?
CC1CCCC/C1=N\NC(=S)NCCc1ccccc1 (configuration not stated)	5%	15%	-3.2%	11%	-9%	0%	0.8%	-9%	-2.0%
O=C(CCCCCNc1nc(=S)[nH]c2ccccc12)NCCc1c[nH]c2ccccc12	4%	3%	-1.1%	10%	35%	0%	0.0%	-2%	12%
COc1cc(/C=C(/NC(=O)c2ccccc2)C(=O)N2CCOCC2)c([N+](=O)[O-])cc1OC	9%	-4%	-0.1%	14%	-6%	13%	3.4%[50 µM]	-3%	1.0%
Cc1ccc(-c2cc([C@H]3[C@@H]4C=CCC[C@@]4(C)C(=O)N3Cc3ccccc3)ccc2F)cc1	11%	-9%	3.0%	2%	-2%	13%	2.2%	-1%	0.3%
O=C(CSc1nnc(-c2ccccn2)o1)Nc1ccc(F)cc1	0%	2%	-0.8%	9%	3%	4%	2.4%[50 µM]	0%	5.1%
Cc1ccccc1NC(=O)CSCCO	10%	3%	-2.3%	-1%	-8%	4%	0.3%	0%	0.8%	NS5 inhibitors pilot replicate=-0.6
Cn1c(SCC(=O)O)nnc1-c1ccc(NC(=O)c2ccc(Cl)c(Cl)c2)cc1	6%	4%	5.3%	10%	-7%	8%	-1.3%[50 µM]	-9%	-2.7%
Cc1ccc(S(=O)(=O)NCC(=O)OCC(=O)NC(=O)c2cccn2C)cc1	2%	-6%	0.2%	7%	-10%	-1%	0.3%	-6%	1.7%
CCOC(=O)c1ccc(-n2c(=S)sc3c(=O)[nH]c(C)nc32)cc1	16%	-4%	0.7%	4%	11%	-9%	0.1%	-18%	0.6%
N#Cc1cc2c(nc1SCC(O)CS(=O)(=O)Cc1ccc(Cl)cc1)CCCC2 (configuration not stated)	10%	-18%	0.3%	5%	-10%	2%	0.2%	1%	5.5%
Cc1nc2sc(C(c3ccco3)N3CCc4ccccc4C3)c(O)n2n1 (configuration not stated)	11%	·	·	·	·	·	-0.8%[50 µM]	-4%	0.1%
Cc1ccc(NC(=S)Nc2ccc3nc(-c4ccccn4)c(-c4ccccn4)nc3c2)cc1C	4%	4%	22%	6%	-16%	-5%	2.4%[50 µM]	?	1.6%
CCc1n[nH]c(=O)c2cc3cc(OC)ccc3n12	·	-6%	2.3%	10%	0%	2%	0.1%	-12%	3.6%
COCCCNC(=O)c1c(N)n(/N=C/c2cccs2)c2nc3ccccc3nc12	9%	-19%	-2.7%	4%	1%	7%	4.5%	4%	3.2%
CCCOC(=O)C(C)n1cnc2scc(-c3ccc(C)cc3)c2c1=O (configuration not stated)	8%	13%	-1.7%	-6%	6%	9%	0.0%	-3%	1.4%
COc1ccc(C(c2c(C)n(C)n(-c3ccccc3)c2=O)c2c(C)n(C)n(-c3ccccc3)c2=O)c(OC)c1OC	-4%	-21%	1.7%	11%	-8%	5%	-1.7%	4%	1.9%
Cc1ccc(CN2CCSc3sccc3C2=O)cc1	6%	-4%	-0.4%	7%	8%	6%	0.3%	-8%	0.5%
COc1ccc(Cl)cc1NS(=O)(=O)c1ccc(S(=O)(=O)N2CCCC2)cc1	4%	-3%	1.9%	1%	-5%	6%	-0.3%	-2%	8.4%
CC(C)(C)NC(=O)/C=C/c1cccs1	5%	10%	-2.1%	3%	-8%	-5%	0.1%	-7%	3.5%
COc1cc(-c2nc(C)c(C(C)=O)n2O)ccc1OCC(=O)Nc1ccc(F)cc1	4%	2%	2.1%	7%	-11%	14%	-0.1%	1%	0.9%
O=C(CCN1C(=O)c2ccccc2C1=O)CN1CCOCC1	4%	12%	-0.2%	11%	-6%	-4%	0.2%	1%	-0.2%
O=C(c1cc2sccc2n1Cc1ccccc1)N1CCN(c2nc3ccccc3s2)CC1	6%	10%	0.8%	8%	-1%	-4%	0.9%	-5%	5.0%
O=S(=O)(NC1CCCC1)c1ccc(S(=O)(=O)N(Cc2cccs2)CC2CCCO2)cc1 (configuration not stated)	-4%	-19%	-1.2%	4%	4%	2%	0.9%	-4%	4.1%
O=C(COc1cccc2c1CCNC2=O)Nc1cccc(C(F)(F)F)c1	6%	·	·	11%	3%	·	0.7%[50 µM]	-5%	1.2%
COC(=O)c1ccc(/C=N/NC(=O)C(=O)N2CCCCCC2)cc1	-8%	1%	-0.6%	13%	-2%	9%	-0.2%	-11%	1.0%
